# LGR2 inh: Drosophila LGR2 receptor signaling inhibition | 0.35% of 380,000 active | inhibition, % at 9.99 µM | HEK293 LGR2, CRE-luciferase, bursicon-stimulated, 4 h | AID 720647;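 active means drop in luminescence signal, shown as inhibition above about 50% in the replicate tests, limit read from the data, passing the limit was not always enough; inconclusive means probably only some replicates passing the limit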;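 further: agonist challenge used bursicon conditioned medium at about half maximal strength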
# EWS-Fli inh: inhibitors of EWS/Fli oncoprotein transcriptional activity. A673 NR0B1-luciferase reporter, viability-normalised. inhibition, % at 12.6 µM. 0.67% of 350,000 active. AID 651661;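 active means mean inhibition of at least 50% after viability correction, with every replicate also passing that limit; inconclusive means mean reaches 50% but only one of two replicates passes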;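 further: firefly luciferase signal divided by Alamar Blue viability fluorescence both relative to DMSO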
# miR122 inh: blocks miR-122 activity in Huh7 sensor cells; Huh7 miR-122 Renilla luciferase sensor, 48 h; neutral wells = 0, positive control = 100; activation (reporter increase), % at 12.5 µM; 0.3% of 340,000 active;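 active means mean replicate activation score at least 90 and every replicate individually at or above 90; inconclusive means only one of the two criteria met; inactive means neither criterion met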;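 further: higher luciferase means less miR-122 activity so hits act as miR-122 inhibitors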
# FN deposition inh: fibronectin deposition inhibition. inhibition, % at 12.6 µM. AH1F fibroblasts, Alexa488-fibronectin deposition fluorescence, overnight. 0.086% of 350,000 active;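 active means mean inhibition across replicates of 30% or more, regardless of how many single replicates reach that level; inconclusive means mean under 30% yet at least half of replicates reach 30%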;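 further: positive control wells lacked labelled fibronectin entirely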
#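 Material: AH1F fibroblast monolayer depositing Alexa488-labelled fibronectin into matrix | Input: 10000 AH1F cells/well | Medium: DMEM plus 2% serum, read in PBS | Reagent: Alexa488-fibronectin, 24 nM final in well | Compound dosing: One dose per compound, pinned | Schedule: 1 h adhesion, overnight exposure | Measured by: Fluorescence at 485 nm excitation, 525 nm emission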
# CASP6 VEID inh: blocks human caspase-6 cleavage activity. inhibition, % at 12.5 µM. 0.53% of 350,000 active. purified caspase-6, Z-VEID-R110 cleavage fluorescence;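 active means mean inhibition across replicates at least about 35%, with every replicate also reaching that limit, limit read from the data; inconclusive means only one of the two criteria met; inactive means neither criterion met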;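 further: 0% = median of neutral control wells and 100% = no fluorescence left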
# Target sequence (P55212 24-179 limits assumed): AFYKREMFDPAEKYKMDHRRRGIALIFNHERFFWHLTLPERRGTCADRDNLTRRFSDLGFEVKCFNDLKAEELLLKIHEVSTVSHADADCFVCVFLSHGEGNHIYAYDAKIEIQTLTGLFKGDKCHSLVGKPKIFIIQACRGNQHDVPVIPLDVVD
# Target sequence (P55212 194-293 limits assumed): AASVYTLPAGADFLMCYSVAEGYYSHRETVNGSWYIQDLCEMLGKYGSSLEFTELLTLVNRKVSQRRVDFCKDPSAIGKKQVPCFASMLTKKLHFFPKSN
# PGC1a acetyl inh: PGC1a acetylation modulation, inhibitor mode; U2OS PGC1a acetylation, AlphaScreen anti-acetyl-lysine; with virally co-expressed GCN5 acetyltransferase; 0.17% of 350,000 active; inhibition, % at 15.6 µM;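 active means every replicate shows inhibition of at least 40%; inconclusive means mean inhibition at least 40% but some replicate below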;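 further: 0% = neutral control wells and 100% = positive control wells; some results beyond the cut were filed as inactive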
# Cneo AK release: Cryptococcus neoformans lysis via adenylate kinase release | C. neoformans lysis, adenylate kinase release luminescence, 4 h; normalised: neutral wells 0, clomiphene wells 100 | lysis activity, % at 15 µM | 0.2% of 360,000 active | AID 651654;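 active means mean lysis activity across replicates of at least 80%, whatever share of replicates individually reach that level; inactive means mean lysis activity below 80%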
#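 Assay system: log-phase C. neoformans yeast / Quantity: yeast cell density of 5 × 10^6 cells/mL / Medium: fresh YPD growth medium / Compound: single dose / Timing: static 4 h at 37 °C with compound, 1 h detection / Measured by: adenylate kinase release luminescence / Read-out: lysis from increased AK signal / Benchmarks: Clomiphene as positive lysis control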
# PAX8 reporter: lowers PAX8-driven luciferase in RMG-I cells | 1.2% of 360,000 active | RMG-I TPO-luciferase reporter, SteadyGlo, 24 h | inhibition, % at 12.6 µM;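 active means mean replicate inhibition at least 60% with every replicate also reaching 60%; inconclusive means only one of the two criteria is met; inactive means mean below 60% and not all replicates reaching 60%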;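 further: luciferase light reporting Pax8 driven TPO promoter activity; plate controls were median of neutral control wells for no effect and mitoxantrone controls for full effect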
# Starred values were filed as active, the others as inactive; ? = inconclusive; · = no result given; [ ] = another dose, or the depositor's remark. An unsorted share of the library; any-hit rate near 2.5%.
SMILES,LGR2 inh,EWS-Fli inh,miR122 inh,FN deposition inh,CASP6 VEID inh,PGC1a acetyl inh,Cneo AK release,PAX8 reporter
COc1ccc(CCNC(=O)CSc2ccc(-c3ccco3)nn2)cc1,4.6,-7.7,·,-11.1,1.3,2.7,·,16.2
O=S(=O)(c1ccc(F)cc1)N1CCCc2nc(-c3ccccc3)ccc21,-7.7,-0.3,·,3.5,-4.8,·,·,3.4
CO[C@H](CN(C)S(=O)(=O)c1ccccc1)[C@H](C)CN(C(=O)Nc1ccccc1F)[C@@H](C)CO,-1.3,-0.4,·,0.5,3.2,-7.7,-4.5,·
O=C(C1CCC(CNS(=O)(=O)c2ccc(F)cc2)CC1)N1CCOCC1 (configuration not stated),-9.8,11.1,-4.7,-14.0,-2.0,18.6,0.3,16.0
CC[N+](CC)(CC)CC(=O)Nc1ccc(SC(F)F)cc1,1.8,9.5,0.6,-11.0,-7.0,4.5,-4.3,10.3
Cc1ccc(S(=O)(=O)N2CCN(C(=O)COC(=O)CC(C)c3ccccc3)CC2)c(C)c1 (configuration not stated),-12.6,-3.8,4.4,-6.4,0.0,·,1.2,-8.2
C[C@@H]1CN([C@H](C)CO)C(=O)Cc2cc(NC(=O)C3CCCCC3)ccc2O[C@@H]1CN(C)C(=O)Nc1cccc2ccccc12,24.1,-2.5,-0.3[16.7 µM],1.5,·,-4.9,-1.9,·
C[C@@H]1CN([C@H](C)CO)C(=O)c2cc(NC(=O)Cn3cnnn3)ccc2O[C@@H]1CN(C)C(=O)Nc1ccccc1,4.1,-5.3,-2.0[16.7 µM],·,-3.5,-4.1,1.9,·
CCN(c1ccc(OC)cc1)S(=O)(=O)c1nnc(NC(=O)c2ccco2)s1,4.9,10.2,-2.7,-11.4,2.1,-17.1,-2.5,-16.5
CCOc1ccc(NC(=O)CCS(=O)(=O)c2ccc(C)cc2)cc1,7.9,8.6,1.3,3.0,0.0,-13.9,0.9,7.3
COc1cccc(NC(=O)Cc2ccc(C)cc2)c1,·,·,8.5,2.2,·,1.2,-0.1,-12.1
O=C(C[C@@H]1C=C[C@@H](NC(=O)Nc2ccc3c(c2)OCO3)[C@@H](CO)O1)NCc1ccc2c(c1)OCO2,23.5,0.8,·,·,-4.2,0.4,-1.2,-4.7
CN1CCN(C(=O)/C=C/c2ccc3c(c2)OCO3)CC1,-12.9,-10.2,·,-5.5,1.3,·,·,15.3
COc1ccc(-c2cc(C(=O)Nc3ccc(S(N)(=O)=O)cc3)c3ccccc3n2)cc1OC,6.4,11.0,-3.1,-8.6,-0.8,·,-4.0,16.5
CCN(CC)CCNC(C(=O)Nc1ccc([N+](=O)[O-])cc1Br)c1ccccc1 (configuration not stated),7.9,·,-11.3,-10.4,·,·,0.8,-0.2

# Overlap with the part before: two entries; new compounds follow.
SMILES,LGR2 inh,EWS-Fli inh,miR122 inh,FN deposition inh,CASP6 VEID inh,PGC1a acetyl inh,Cneo AK release,PAX8 reporter
COc1ccc(-c2cc(C(=O)Nc3ccc(S(N)(=O)=O)cc3)c3ccccc3n2)cc1OC,6.4,11.0,-3.1,-8.6,-0.8,·,-4.0,16.5
CCN(CC)CCNC(C(=O)Nc1ccc([N+](=O)[O-])cc1Br)c1ccccc1 (configuration not stated),7.9,·,-11.3,-10.4,·,·,0.8,-0.2
CCSc1nnc(NC(=O)CSC2=NN3CCCC(=O)N=C3S2)s1,-6.3,-0.9,·,-11.7,0.9,·,·,12.4
C1=C[C@H]2CC[C@@H]1N(c1ccccc1)O2,0.4,3.6,-3.4,15.1,-1.4,-4.1,-1.0,-4.7
CCOC(=O)C1C(=O)NC(N2CCN(c3ccccc3)CC2)=NC1c1ccco1 (configuration not stated),·,·,-6.6,-1.9,·,5.0,0.0,·
Cc1ccc(NC(=O)c2ccc(NS(=O)(=O)c3cccc4cccnc34)cc2)cc1,-0.3,·,31.4,·,-0.1,-2.0,-1.0,·
Cc1ccc(NC(=O)CN(C)CC(=O)Nc2ccc(F)c(F)c2F)c(Cl)c1,-4.2,1.2,-1.1,-9.8,-2.2,0.5,-0.3,9.3
C[C@@H]1CN([C@H](C)CO)C(=O)c2cc(NS(C)(=O)=O)ccc2O[C@@H](C)CCCCO[C@H]1CN(C)S(=O)(=O)c1cn(C)cn1,-3.4,-4.1,44.1[16.7 µM],·,2.5,-8.9,-9.4,·
CC(C)c1ccc(Nc2ncc3c(n2)CCN(C(=O)NC2CCCCC2)C3)cc1,·,-36.6,-1.3,2.6,0.7,10.9,-0.8,-17.7
CCC(=O)N1CCc2cc(S(=O)(=O)NCCC(=O)N3CCN(c4ccccc4)CC3)ccc21,-3.7,·,-0.9,-0.1,1.7,3.0,-0.1,8.7
O=C(NCCCn1ccnc1)C1CCN(S(=O)(=O)c2ccc(F)cc2)CC1,-3.1,4.8,-1.8,-3.4,-13.1,·,1.2,-3.8
COc1ccccc1-c1ccc2c(c1)[C@H]1[C@H](CCN1S(=O)(=O)c1cccc(C)c1)[C@H](CO)N2,-12.7,-26.5,·,5.4,1.3,-18.6,·,·
CCn1c(SC/C=C/c2ccccc2)nnc1-c1cccs1,·,·,-6.0,1.2,·,?,6.3,·
COCc1cn(CC[C@H]2CC[C@H](NC(=O)c3ccccc3)[C@@H](CO)O2)nn1,9.8,-3.1,·,·,-1.4,4.6,-3.6,-11.1
CC(C)c1onc(C(=O)N2CCN(Cc3ccccc3)CC2)c1[N+](=O)[O-],-3.6,7.4,·,9.0,0.2,·,0.7,18.8
C[C@@H]1CN([C@@H](C)CO)C(=O)c2cccc(NC(=O)C3CCOCC3)c2O[C@H]1CN(C)Cc1ccc(Cl)c(Cl)c1,·,-0.3,-0.2[16.7 µM],·,-0.3,2.1,-0.6,6.6
C[C@H]1CN([C@@H](C)CO)C(=O)c2cc(C#Cc3ccccn3)cnc2O[C@H]1CN(C)CC1CCOCC1,0.1,6.5,-0.9[16.7 µM],·,0.0,-7.4,-4.5,-27.4
CCOC(=O)C(NC(C)=O)C(=O)Nc1ccc(C(C)(C)C)cc1 (configuration not stated),3.3,7.3,-4.8,9.4,-0.7,-11.4,·,-4.1
C[C@@H]1CN([C@H](C)CO)C(=O)c2cccc(NC(=O)C3CC3)c2O[C@@H]1CN(C)C(=O)NC1CCCCC1,5.7,-5.1,1.8[16.7 µM],·,1.4,7.0,0.0,-7.8
N#CCSc1ccccc1NC(=O)COc1ccc(-c2nnco2)cc1,-0.7,-3.0,10.3,-7.3,3.7,7.8,-0.4,-1.5
CCN(CC)C(=O)CSc1nc2cc3c(cc2c(=O)n1Cc1ccc(OC)cc1)OCO3,-1.0,8.7,-0.1,0.8,1.3,-7.0,9.8,10.0
Cc1ccc(C2/C=C\CC(NC(=O)OCC3c4ccccc4-c4ccccc43)CC(=O)N2Cc2ccccc2)cc1 (configuration not stated),-7.5,3.6,-4.2,-1.9,-0.4,4.1,0.9,6.1
COc1ccc(C(=O)OCC(N)=O)cc1[N+](=O)[O-],-16.5,-5.8,-5.4,-6.6,-1.5,9.4,7.5,10.6
OCCNc1nc(-c2ccccc2)nc2ccccc12,-5.1,-3.6,·,4.9,1.9,2.5,·,13.0
Cc1ccc(S(=O)(=O)Nc2ccc3cn[nH]c3c2)c(C)c1,6.5,0.5,·,7.6,3.3,·,0.6,24.4
O=Cc1ccc(OC(=O)CCCCC(=O)Oc2ccc(C=O)cc2)cc1,?,8.2,-3.2,-5.1,-2.8,-7.7,-0.9,8.3
CCC(CC)NC(=O)Nc1ccc(C)cc1,4.2,-14.1,17.3,-5.3,1.0,9.0,5.5,3.2
CC(C)c1ccc(NC(=O)Nc2cc3sccc3n2C)cc1,·,-8.1,2.3,-1.2,4.4,4.7,-1.2,11.8
Cc1cc(-c2nnc(CCC(=O)NC(Cc3ccccc3)c3ccccc3)o2)no1 (configuration not stated),-1.0,·,9.0,6.7,·,3.4,-4.2,-19.0
CCSc1cnn(-c2ccccc2)c(=O)c1SCC,·,·,-1.1,3.3,·,14.4,-1.4,·
Cc1ccc(S(=O)(=O)NC(=O)NC(=O)N(C)S(=O)(=O)c2ccc(C)cc2)cc1,4.4,-11.5,-0.8,-11.6,1.1,·,-1.2,-14.2
CCC(C)(C)n1nnnc1C(c1ccccc1)N1CCN(Cc2ccccc2)CC1 (configuration not stated),11.5,-7.1,·,-0.7,1.8,8.0,·,1.1

# Given tab-delimited: part of the list above.
SMILES	LGR2 inh	EWS-Fli inh	miR122 inh	FN deposition inh	CASP6 VEID inh	PGC1a acetyl inh	Cneo AK release	PAX8 reporter
C1=C[C@H]2CC[C@@H]1N(c1ccccc1)O2	0.4	3.6	-3.4	15.1	-1.4	-4.1	-1.0	-4.7
COc1ccc(CCNC(=O)CSc2ccc(-c3ccco3)nn2)cc1	4.6	-7.7	·	-11.1	1.3	2.7	·	16.2

# Entries from the list above containing a thiophene ring, fused or not, in the order listed:
SMILES,LGR2 inh,EWS-Fli inh,miR122 inh,FN deposition inh,CASP6 VEID inh,PGC1a acetyl inh,Cneo AK release,PAX8 reporter
CCn1c(SC/C=C/c2ccccc2)nnc1-c1cccs1,·,·,-6.0,1.2,·,?,6.3,·
CC(C)c1ccc(NC(=O)Nc2cc3sccc3n2C)cc1,·,-8.1,2.3,-1.2,4.4,4.7,-1.2,11.8

# Following part.
SMILES,LGR2 inh,EWS-Fli inh,miR122 inh,FN deposition inh,CASP6 VEID inh,PGC1a acetyl inh,Cneo AK release,PAX8 reporter
O=C(N/N=C/c1c[nH]c2ccccc12)c1ccc2c(c1)OCCO2,-14.4,-72.7,8.5,4.4,4.7,-8.4,-18.2,-66.8
NC(=O)C(=O)NN=C1CCC(c2ccccc2)CC1 (configuration not stated),-4.9,·,5.1,·,·,-0.8,1.6,·
COc1cccc2cc(C(N)=O)oc12,-15.0,-7.0,·,-3.9,0.3,-7.3,·,11.9
CCOc1ccc2c(c1)C(N(CCN1CCOCC1)C(=S)Nc1ccccc1OC)CC(C)(C)O2 (configuration not stated),-3.0,5.3,4.7,-1.0,0.0,-2.9,·,-11.0
O=C(NNC(=O)c1sccc1-n1cccc1)c1ccc(F)cc1,-16.5,-3.8,-3.7,-24.5,3.5,-10.0,-1.0,0.8
Cc1cc(NC(=O)C(C)SCC(=O)OC(C)C(=O)Nc2ccccc2C)no1 (configuration not stated),5.7,·,-3.0,·,-1.7,2.4,3.2,-70.8
Cc1cc(C(=O)O)c(=O)[nH]c1C,·,·,10.2,-4.0,·,-26.6,2.0,·
O=C(COc1ccccc1[N+](=O)[O-])Nc1cccc(Cl)c1N1CCOCC1,9.9,·,1.7,12.8,0.0,-10.2,-1.8,36.5
Cn1c(=O)c([N+](=O)[O-])c(-n2ccnc2)c2ccccc21,15.7,48.7,·,-1.0,0.2,·,·,44.4
Cc1c(C(=O)N2CCN(c3ncccn3)CC2)sc2nc3n(c(=O)c12)CCCC3,·,·,-3.5,-2.4,·,5.9,1.8,24.9
Cn1c(SCc2cccnc2)nnc1-c1c[nH]c2ccccc12,14.8,-9.0,-1.5,5.3,-1.7,·,-2.9,-17.5

# Screening results: PubChem BioAssay, Broad Institute
